CatL block: blocks human cathepsin L protease activity; P07711; purified cathepsin L, fluorogenic substrate, fluorescence; inhibition, %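 (tested at 10 µM)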; hit rate 0.17% among 58,000; in the data active means inhibition above about 45%;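 further: 0% = enzyme with no compound and 100% = no enzyme blank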
AP complement: alternative pathway complement inhibition, orthogonal assay; Human serum alternative complement pathway, LPS-coated ELISA, C3 deposition; tested in compound mixtures; inhibition, % at 5 µM; hit rate 0.08% among 62,000;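 active means inhibition above 30% in each of the two pooled mixtures holding the compound, so the lower value exceeds 30%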;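 further: 0% = serum in Mg-EGTA without compound and 100% = EDTA serum blank; some compounds past the cut are filed as inactive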
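Test system: human serum complement alternative pathway, C3 deposition onto LPS / Medium: Mg2+-EGTA GVB++ buffer containing human serum at 1:15 dilution / Probe or stimulus: Plate-bound LPS / Times: 1 h at 37 °C / Signal: ELISA with HRP anti-human C3 antibody, TMB substrate, absorbance 450 nm / Measure: percent inhibition / Repeats: two pool placements per compound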
C1s block: human complement C1s inhibition. purified C1s, fluorogenic AMC substrate, pooled mixtures. P09871. mean inhibition % of two 10-compound mixtures (stronger effect = higher value), % at 5 µM (by protocol). hit rate 0.16% among 62,000;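 active means inhibition above 20% in each of the two 10-compound mixture wells holding the compound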;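 further: 0% = enzyme wells lacking compound mixture and 100% = no-enzyme blank wells; some compounds called inactive have numbers as strong as hits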
E coli RNAP: Escherichia coli RNA polymerase inhibition. P0A8V2. E. coli RNA polymerase, fluorescence transcription assay. inhibition, %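 (tested at 10 µM)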. hit rate 0.2% among 62,000; in the data active means inhibition above about 20%;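 further: 0% = enzyme without compound and 100% = no enzyme blank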
CatB block: inhibitors of human cathepsin B; P07858; purified cathepsin B, fluorogenic substrate, fluorescence; inhibition, %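 (tested at 10 µM)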; hit rate 0.1% among 63,000; AID 453; in the data active means inhibition above about 21%;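 further: 0% = enzyme with no compound and 100% = no enzyme blank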
CatB mix inh: inhibitors of human cathepsin B in compound mixtures | P07858 | Purified cathepsin B, AMC dipeptide fluorescence | inhibition, %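 (ten-compound pools at 5 µM per compound and 50 µM total)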 | hit rate 0.06% among 62,000; in the data active means inhibition above about 22%, passing the limit was not always enough;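 further: 0% = enzyme without compound and 100% = no enzyme blank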
FXIa inh mix: inhibitors of human coagulation factor XIa, pooled mixtures; P03951; purified FXIa, fluorogenic substrate; inhibition, % at 5 µM; hit rate 0.19% among 62,000; AID 680; in the data active means inhibition above about 20%, passing the limit was not always enough;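 further: each value is inhibition by a whole ten-compound pool holding the compound; 0% = enzyme with no mixture and 100% = wells lacking enzyme; strong numbers were not always called active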
Target sequence (P03951 19-387 limits assumed): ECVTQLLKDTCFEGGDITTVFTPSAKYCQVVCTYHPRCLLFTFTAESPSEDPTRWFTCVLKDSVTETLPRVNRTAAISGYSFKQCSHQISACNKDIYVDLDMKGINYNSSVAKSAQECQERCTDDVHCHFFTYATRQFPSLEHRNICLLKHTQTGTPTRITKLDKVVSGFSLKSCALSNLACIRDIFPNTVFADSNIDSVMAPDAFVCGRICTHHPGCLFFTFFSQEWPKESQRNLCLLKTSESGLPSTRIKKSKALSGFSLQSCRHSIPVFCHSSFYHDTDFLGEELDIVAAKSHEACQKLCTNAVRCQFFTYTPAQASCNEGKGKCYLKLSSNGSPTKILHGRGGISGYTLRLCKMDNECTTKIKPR
Target sequence (P03951 388-625 limits assumed): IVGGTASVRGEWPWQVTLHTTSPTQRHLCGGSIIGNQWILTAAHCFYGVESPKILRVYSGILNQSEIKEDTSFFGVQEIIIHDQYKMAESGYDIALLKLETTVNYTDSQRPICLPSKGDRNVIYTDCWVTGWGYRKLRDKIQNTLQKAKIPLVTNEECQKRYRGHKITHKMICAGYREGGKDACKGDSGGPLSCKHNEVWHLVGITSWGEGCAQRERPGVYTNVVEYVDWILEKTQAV
Cathepsin G inh: blocks human cathepsin G enzyme activity | P08311 | purified enzyme, AMC-tetrapeptide fluorescence, pooled mixtures | inhibition, % at 5 µM (by protocol) | hit rate 0.2% among 62,000;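 active means inhibition above 20% in each of the two mixture wells holding the compound; inactive means inhibition of 20% or less in either well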;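 further: 0% = enzyme control without mixture and 100% = blank lacking enzyme; strong numbers were not always called active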
Target sequence (P08311 21-244 limits assumed): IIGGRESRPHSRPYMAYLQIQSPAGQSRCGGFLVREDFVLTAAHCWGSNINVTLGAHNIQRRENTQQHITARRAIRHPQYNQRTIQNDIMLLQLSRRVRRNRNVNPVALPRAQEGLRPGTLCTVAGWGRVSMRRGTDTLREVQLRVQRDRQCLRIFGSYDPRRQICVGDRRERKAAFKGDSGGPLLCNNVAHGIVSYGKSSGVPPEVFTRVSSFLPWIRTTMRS
CatS block: human cathepsin S inhibition. P25774. recombinant cathepsin S, AMC dipeptide fluorescence, pooled mixtures. inhibition, %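 (tested at 5 µM per compound within 10-compound mixtures)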. hit rate 0.06% among 62,000; in the data active means inhibition above about 32%, passing the limit was not always enough;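 further: 0% = enzyme without compound and 100% = blank without enzyme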
Target sequence (P25774 115-331 limits assumed): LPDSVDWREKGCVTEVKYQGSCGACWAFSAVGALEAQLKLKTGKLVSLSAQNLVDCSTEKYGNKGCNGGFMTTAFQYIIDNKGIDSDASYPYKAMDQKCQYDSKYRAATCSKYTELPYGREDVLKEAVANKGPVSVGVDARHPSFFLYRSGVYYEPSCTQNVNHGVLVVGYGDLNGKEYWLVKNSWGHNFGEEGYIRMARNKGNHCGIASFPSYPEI
Numbers without * were called inactive; x = not tested or not shown.

SMILES | CatL block | AP complement | C1s block | E coli RNAP | CatB block | CatB mix inh | FXIa inh mix | Cathepsin G inh | CatS block
CCOc1ccccc1-n1c(SCC(=O)N2CCCC2)nnc1-c1ccoc1C | -9.3 | 18.6 | 6.4 | 0.7 | 3.6 | 1.8 | 9.3 | 6.9 | -8.1
Cc1ccc(N(C(C)C(=O)O)S(=O)(=O)c2c(C)[nH]c(=O)[nH]c2=O)cc1 (centres undefined) | -5.7 | 7.2 | 4.7 | -0.9 | 0.9 | -0.3 | 9.3 | 2.6 | -0.4
CCC(C)N(C(=O)c1csnn1)C(C(=O)NCc1ccc(F)cc1)c1ccco1 (centres undefined) | -3.6 | -6.7 | -4.6 | 0.4 | -4.9 | -1.3 | 1.0 | 6.3 | -3.4
Clc1ccc(CSc2nnc([C@@H]3CCCN3)o2)cc1 | -5.2 | 13.7 | 18.3 | 4.6 | 0.6 | 3.4 | 11.1 | 8.7 | -7.1
CCOC(=O)N1CCC(NC(=O)c2sc(-n3cccc3)nc2C)CC1 | 14.3 | 4.8 | -2.6 | 12.2 | 1.0 | -0.1 | -1.8 | -1.0 | 3.9
CCCNC(=O)CC1Sc2ccccc2NC1=O (centres undefined) | -1.4 | 12.7 | 15.6 | 4.4 | -2.0 | 4.1 | 8.6 | 11.0 | -2.6
COc1cccc(-n2c(Cc3cc(=O)[nH]c(=O)[nH]3)nnc2SCC(=O)N2CCC(C)CC2)c1 | 3.8 | 6.4 | 13.6 | 5.9 | 1.2 | 2.8 | -9.3 | 10.0 | 2.6
COC(=O)c1cccc(NC(=O)Cn2cnc3ccccc3c2=O)c1 | 10.3 | 12.4 | -4.5 | 5.3 | 0.1 | 1.6 | -3.6 | 17.6 | 5.5
Cc1cc(C)c2c(n1)sc1c(N3CCN(CCO)CC3)ncnc12 | -4.6 | 15.7 | 8.0 | 2.4 | 0.7 | 5.1 | 4.5 | 9.2 | -1.3
Cc1cc(NC(=O)c2ccc(COc3ccc(Cl)c(C)c3)o2)no1 | 19.4 | 8.2 | -26.6 | 0.3 | -1.0 | 1.0 | 15.7 | -2.4 | 8.2
COc1ccc(NC(=O)c2oc3ccccc3c2NC(=O)c2ccco2)cc1 | -19.6 | 15.2 | 3.4 | 3.1 | 8.4 | 3.0 | 1.1 | 9.9 | -18.9
S=c1[nH]nc(CSc2nc3ccccc3s2)o1 | 0.2 | 12.0 | -7.9 | -6.6 | -0.3 | -4.3 | 4.9 | -3.8 | -3.6
CCOc1cc(C2c3c(oc4cc(C)c(Cl)cc4c3=O)C(=O)N2Cc2ccco2)ccc1O (centres undefined) | -5.9 | -12.3 | -1.7 | 3.7 | -1.8 | 6.2 | 16.3 | -0.6 | 8.3
O=S1(=O)c2cccc3cccc(c23)N1Cc1ccc(-c2nnco2)cc1 | -13.4 | 5.0 | -95.3 | 0.8 | 2.4 | -13.7 | -29.4 | -21.6 | -16.0
Cc1ccc(C2C(C#N)=C(N)Oc3n[nH]c(C)c32)cc1 (centres undefined) | -1.4 | 12.3 | 1.0 | 0.5 | -3.8 | 0.8 | 2.7 | -2.6 | 8.2
O=C(c1ccccc1)C1CCc2occc2C1=O (centres undefined) | -5.8 | -10.3 | -53.5 | 2.8 | 6.9 | -0.2 | -11.7 | -7.2 | 0.2
COc1ccc(-c2ccc(OC)cc2C(=O)O)cc1 | 4.0 | -14.3 | 3.9 | 7.7 | 2.5 | 3.2 | 3.3 | -0.5 | 3.0
CC(=O)NC(CCS(C)(=O)=O)C(=O)Nc1c(C)cccc1C (centres undefined) | -3.7 | 7.3 | 0.5 | -1.0 | 4.2 | 2.4 | 3.1 | 7.3 | -0.1
Cc1cc(NS(=O)(=O)Cc2ccccc2)no1 | -7.0 | 17.5 | 14.5 | -1.0 | 3.6 | 0.3 | 11.7 | 14.0 | -3.8
O=C(CSc1nc2ccccc2o1)N1CCN(C(=O)c2ccco2)CC1 | 21.4 | 18.8 | 18.0 | 7.4 | 3.2 | 8.1 | 3.6 | 11.4 | 5.1
COc1ccc2[nH]cc(C(O)CN3CCN(c4ccccc4)CC3)c2c1 (centres undefined) | x | 10.0 | 4.5 | 2.0 | 2.1 | -1.8 | 2.9 | 8.3 | -4.2
O=C1CCc2cc(S(=O)(=O)N3CCC(C(=O)NC4CCCc5ccccc54)CC3)ccc2N1 (centres undefined) | x | 16.3 | -25.9 | 2.2 | -0.5 | 5.5 | 11.7 | 2.1 | -0.2
CCN1CC=C2C(C#N)=C(N)C(C#N)(C#N)C(c3cc(Cl)ccc3Cl)C2C1 (centres undefined) | 5.1 | -4.1 | -3.8 | 7.3 | 6.2 | 3.6 | -1.7 | 5.7 | 7.2
COc1ccc(CNC(=O)Cc2nn(C)c(=O)c3ccccc23)cc1 | 13.7 | 3.1 | -2.9 | -0.7 | 7.6 | 1.8 | 8.5 | -2.2 | 15.0
CCOC(=O)N1CCC(N2CC34C=CC(O3)C(C(=O)Nc3ccc(OCC)cc3)C4C2=O)CC1 (centres undefined) | -7.1 | 21.6 | 3.9 | -0.9 | -7.1 | 2.3 | 7.2 | -0.6 | -2.8

Single records, from the list above.
S=c1[nH]nc(CSc2nc3ccccc3s2)o1 is listed as CatL block: 0.2; AP complement: 12.0; C1s block: -7.9; E coli RNAP: -6.6; CatB block: -0.3; CatB mix inh: -4.3; FXIa inh mix: 4.9; Cathepsin G inh: -3.8; CatS block: -3.6
CCC(C)N(C(=O)c1csnn1)C(C(=O)NCc1ccc(F)cc1)c1ccco1 (centres undefined) is listed as CatL block: -3.6; AP complement: -6.7; C1s block: -4.6; E coli RNAP: 0.4; CatB block: -4.9; CatB mix inh: -1.3; FXIa inh mix: 1.0; Cathepsin G inh: 6.3; CatS block: -3.4

The listing continues.
SMILES | CatL block | AP complement | C1s block | E coli RNAP | CatB block | CatB mix inh | FXIa inh mix | Cathepsin G inh | CatS block
c1csc(-n2nc3ccccc3n2)c1 | 1.7 | 8.9 | 4.5 | 5.5 | -0.5 | 6.2 | 7.3 | 2.4 | -6.2
CC1=C(C#N)C(=O)N(C)C(C)(C)C1 | 5.9 | 3.8 | 13.8 | 3.3 | 2.1 | 3.8 | 1.6 | 9.4 | 2.7
O=C1CC(c2ccccc2)Sc2ccccc2N1 (centres undefined) | 11.4 | 9.5 | -88.8 | -0.2 | 12.9 | -12.5 | -28.6 | -13.0 | -2.9
Cc1cccc(N2CCN(C(=O)c3ccc(N4CCCC4=O)cc3)CC2C)c1 (centres undefined) | -1.6 | 3.9 | 40.7 | 0.8 | -0.4 | 2.4 | 4.1 | 3.3 | 5.9
O=C(CN1C(=O)CSC1=O)Nc1ccc(N2CCOCC2)cc1 | -1.1 | -7.2 | -42.4 | -9.7 | 3.3 | 0.6 | -5.4 | -5.2 | 30.2
Cc1ccc(C2C(C#N)=C(N)Oc3c2oc(CO)cc3=O)o1 (centres undefined) | -9.1 | 6.5 | 7.1 | 4.0 | 1.6 | -4.7 | 1.6 | 7.8 | -2.1
CCOC(=O)c1oc2ccc3c(c2c1C)C(=O)CC1(CCN(C(=O)OCC)CC1)O3 | -7.2 | -5.3 | -1.4 | -3.0 | 0.4 | -3.2 | 6.5 | -4.9 | 6.0
C=CCCC(=O)Nc1ccc(COC(=O)N2CCOCC2)cc1 | 19.4 | 19.0 | 12.7 | 7.5 | 6.9 | -0.5 | 8.9 | 12.0 | 5.1
CCCCCC1CC(CC(C)C(=O)Nc2nncs2)C(=O)O1 (centres undefined) | 1.8 | -1.5 | 19.8 | 10.9 | 2.3 | 3.1 | 2.6 | 9.6 | 7.9
CCOc1ccccc1C1NC(=O)NC(C)=C1C(=O)OCc1ccco1 (centres undefined) | 16.9 | 3.0 | 6.5 | 10.4 | 2.2 | 1.6 | -3.7 | -2.0 | 9.0
CCCCn1c(NCCO)nc2ccccc21 | 7.5 | 3.9 | 1.8 | 6.9 | -2.0 | -0.1 | 5.5 | 0.6 | 6.1
CCN(C(=O)CSc1nnnn1-c1cc(C)ccc1OC)C1CCS(=O)(=O)C1 (centres undefined) | 14.9 | 4.3 | -5.7 | 2.8 | 3.6 | -1.3 | 8.4 | 0.9 | 7.7
Cc1ccc(-c2csc3nc(C)n(-n4cccc4)c(=O)c23)o1 | x | -1.6 | -0.5 | 3.5 | 2.6 | 1.4 | 1.2 | 7.7 | 2.4
CCOc1ccc(-n2c(SCC(N)=O)nc3c(c2=O)SCC3)cc1 | -5.8 | 10.7 | -9.5 | 0.2 | 2.3 | 0.7 | 4.9 | 9.4 | -6.8
Cn1c(CCN2CCCCCC2)nc2cc(NC(=O)Nc3ccccc3)ccc21 | 30.0 | -9.3 | -35.3 | 3.8 | -1.9 | -1.6 | -7.9 | -6.7 | 0.6
Cc1nc(N2CCN(c3ncccn3)CC2)c2oc3ccccc3c2n1 | 6.2 | -6.7 | -81.6 | 8.1 | 2.0 | -1.6 | -25.6 | -13.8 | -2.5
CN(C)C(=O)CSc1cccc2cccnc12 | x | 8.0 | -7.0 | 3.6 | -1.3 | 2.9 | 1.3 | -1.1 | 1.8
COc1ccc(C2=Nn3c(nnc3-c3ccccc3)SC2)cc1OC | 31.9 | -0.1 | -0.2 | 8.6 | -3.3 | 6.9 | 9.7 | 5.6 | 14.9
COc1ccc(CN2CCN(C(=O)CC(C)C)CC2)cc1OC | -8.2 | 7.0 | -32.4 | -3.3 | -2.3 | -5.6 | 1.1 | 1.7 | -11.5
COc1ccccc1S(=O)(=O)Cc1ccc(C(=O)N2CCN(c3cccc(Cl)c3)CC2)o1 | 8.1 | -2.8 | -3.2 | 5.6 | -2.1 | -1.1 | -3.9 | -1.0 | 4.8
O=c1c2ccccc2nnn1CSc1nnc2sc3ccccc3n12 | 10.2 | 1.4 | 8.6 | 10.9 | -1.5 | 22.3 | 9.1 | 4.1 | 12.4
COc1ccc(C)cc1NC(=O)CNC(=O)Cn1ccc2ccccc2c1=O | -5.0 | 4.8 | 4.9 | 1.5 | -5.7 | 5.4 | 10.4 | 2.3 | 7.5
COc1ccc(OC)c(C(=O)CC2OC(=O)c3ccccc32)c1 (centres undefined) | -2.5 | 6.1 | 2.8 | 8.1 | 2.5 | 4.9 | 6.3 | 8.9 | -1.1
CCCN1C(=O)c2cc(C(=O)NCc3ccc(OC)cc3)ccc2C1O (centres undefined) | 2.4 | 9.5 | -5.5 | 5.3 | 0.9 | 0.1 | 2.3 | -3.4 | 1.8
COc1ccc(C2N3CC4(C)CN2CC(C)(C3)C4O)cc1 (centres undefined) | -6.3 | 4.2 | 1.5 | 2.3 | -1.4 | 0.5 | 9.8 | 6.6 | -1.6
Cc1ccc(NC(=O)CCNS(=O)(=O)c2ccc3c(c2)oc(=O)n3C)cc1 | x | 0.9 | 30.2 | 6.7 | 5.0 | 4.0 | 2.0 | 8.0 | 8.3
COc1ccccc1N1CCN(C(=O)c2ccc(C(C)(C)C)cc2)CC1 | -8.4 | 1.4 | -1.4 | 5.8 | -0.8 | 2.5 | 2.7 | -6.4 | -1.1
CN(CC(=O)N1CCCCC1)S(=O)(=O)c1cccc2cccnc12 | 3.4 | 1.7 | 10.1 | 9.3 | 1.9 | 4.1 | 1.3 | 9.5 | 1.3
c1ccc(N2CCN(c3cnccn3)CC2)nc1 | -2.4 | 9.9 | 9.2 | 1.0 | -0.5 | 2.6 | 1.2 | 31.8 | -2.9
Nc1ccc(-c2nc3ccc(-c4nc5ccccc5o4)cc3[nH]2)cc1 | -203.5 | 8.5 | -196.6 | -38.7 | -17.7 | -6.9 | -42.9 | -27.9 | -34.8

Compound activity from PubChem BioAssay.

An excerpt (hit frequency here may not be typical).
